# FLuc inhib CS: Photinus pyralis luciferase inhibition counter-screen; P08659; ATPLite firefly luciferase biochemical luminescence, 10 min; AID 1006; 200,000 tested, 1.5% active; inhibition, % at 10 µM;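 active means inhibition above about 50% when tested at 10 µM, limit read from the data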
# Target sequence (P08659 whole entry, looked up): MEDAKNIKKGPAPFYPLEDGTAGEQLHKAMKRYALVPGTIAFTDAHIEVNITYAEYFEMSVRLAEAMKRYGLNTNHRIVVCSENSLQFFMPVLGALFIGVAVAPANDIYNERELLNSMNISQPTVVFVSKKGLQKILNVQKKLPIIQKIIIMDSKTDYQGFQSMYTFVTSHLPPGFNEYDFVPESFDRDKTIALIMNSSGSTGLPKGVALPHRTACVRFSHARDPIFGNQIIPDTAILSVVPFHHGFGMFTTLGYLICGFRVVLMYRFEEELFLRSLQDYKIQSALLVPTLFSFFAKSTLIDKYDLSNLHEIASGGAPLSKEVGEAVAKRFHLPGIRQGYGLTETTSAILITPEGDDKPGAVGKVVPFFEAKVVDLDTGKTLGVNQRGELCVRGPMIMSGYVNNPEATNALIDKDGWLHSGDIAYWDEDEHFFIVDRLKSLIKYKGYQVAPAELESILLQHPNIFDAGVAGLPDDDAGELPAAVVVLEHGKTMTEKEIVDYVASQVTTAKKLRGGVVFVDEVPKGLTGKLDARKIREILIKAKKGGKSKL
# RAM network inh: inhibitors of the yeast RAM network; S. cerevisiae dse1pr::URA3 reporter, 5-FOA growth OD615, 2 d; analog-sensitive cbk1-as2 kinase mutant strain; inhibition, % at 50 µM; 190,000 tested, 1.8% active; AID 868;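 active means inhibition above a set limit, 3 SD over mean compound inhibition, cut at about 8.4% in these data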;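 further: 0% = DMSO-only wells with no growth and 100% = 10 µM 1-NA-PP1 full growth; inhibition rescues growth on 5-FOA so higher OD means more RAM inhibition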
# TNAP inh noacc: inhibitors of human TNAP without phosphate acceptor | purified TNAP, CDP-star luminescence, 30 min | inhibition, % at 20 µM | 200,000 tested, 0.26% active;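 active means tissue-nonspecific alkaline phosphatase inhibition above about 50% at 20 µM in the single-dose screen, limit read from the data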;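 further: 0% = DMSO negative control and 100% = EDTA positive control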
# Target sequence (P05186 whole entry, looked up): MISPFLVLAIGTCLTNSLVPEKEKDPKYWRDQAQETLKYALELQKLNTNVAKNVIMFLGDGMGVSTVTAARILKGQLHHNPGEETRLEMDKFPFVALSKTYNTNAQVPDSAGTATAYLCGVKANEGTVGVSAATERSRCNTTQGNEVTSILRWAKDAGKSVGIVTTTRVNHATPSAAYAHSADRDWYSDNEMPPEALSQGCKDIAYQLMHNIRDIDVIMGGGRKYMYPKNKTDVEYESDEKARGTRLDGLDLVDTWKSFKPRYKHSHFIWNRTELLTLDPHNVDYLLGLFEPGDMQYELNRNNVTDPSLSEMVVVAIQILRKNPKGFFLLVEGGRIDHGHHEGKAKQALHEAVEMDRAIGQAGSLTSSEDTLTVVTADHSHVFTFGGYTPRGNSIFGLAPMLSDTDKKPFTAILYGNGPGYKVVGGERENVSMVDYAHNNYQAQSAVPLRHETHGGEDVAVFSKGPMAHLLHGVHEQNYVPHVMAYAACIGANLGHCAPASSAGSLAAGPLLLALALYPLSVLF
# FLuc act counter: firefly luciferase counter-screen for stimulation assays; ATPlite luciferase biochemical, luminescence, 10 min; 0 = ATP-free wells, 1 = DMSO control; activation factor at 10 µM; 200,000 tested, under 10 active;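 active means luciferase activation factor, scaled between plate controls, of at least 2 with compound at 10 µM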
#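 test system = cell-free luciferase reagent | medium = PBS as buffer for the ATP substrate | dosing = test compounds dosed from 2 mM stocks in 100% DMSO | incubation = 10 min at ambient temperature | detection = luminescence measurement of luciferase light output | benchmarks = low control with PBS replacing ATP, high control enzyme plus ATP without compound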
# APP transl inh: APP translation inhibition; 190,000 tested, 0.82% active; AID 1285; SH-SY5Y APP 5'UTR-luciferase reporter, luminescence; inhibition, % at 2 µM;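 active means inhibition above a set limit, derived from the sample mean plus 3 SD, cut at about 45% in these data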; further: values of inactives mirror those of a sister screen read the other way
# TNAP act hiacc: activators of human TNAP at high phosphate acceptor concentration; AID 1136; activation factor at 20 µM; 200,000 tested, under 10 active; P05186; purified TNAP, CDP-star luminescence, 1 M DEA, 30 min; active compounds read high; 0 = EDTA background, 1 = DMSO-only activity;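 active means activation factor at least 2 at 20 µM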
#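 Measured by: Luminescent substrate turnover signal | Test system: Human TNAP | Input: TNAP 1/800 final | Dosing: 20 µM single point | Schedule: 30 min, room temperature | Controls: EDTA wells as negative control, DMSO wells as positive control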
# L major viab: Leishmania major promastigote growth inhibition | Leishmania major promastigotes, resazurin fluorescence viability | inhibition, % at 10 µM | 200,000 tested, 9% active | AID 1063; in the data active means inhibition above about 50%;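 further: promastigotes grown with compound for 44 hours at 28 °C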
# bIAP inh: blocks bovine intestinal alkaline phosphatase activity; purified bovine IAP, CDP-star luminescence, 30 min; inhibition, % at 20 µM; 190,000 tested, under 10 active;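 active means over 50% inhibition of intestinal alkaline phosphatase at 20 µM in the single-dose screen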
#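 System: Purified bovine intestinal alkaline phosphatase (IAP) enzyme | Input: IAP diluted 1/65,000,000 in the well | Also added: CDP-star chemiluminescent phosphatase substrate, 30 µM final | Dosing: 20 µM single dose | Times: Enzyme reaction for 30 min at room temperature | Detection: Luminescence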
# TNAP inh hiacc: TNAP (human) inhibition, high acceptor; P05186; purified TNAP, CDP-star luminescence, 1 M DEA; inhibition, % at 20 µM; 200,000 tested, 0.03% active;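 active means over 50% inhibition of tissue-nonspecific alkaline phosphatase at 20 µM in the single-dose screen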;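 further: plate controls were DMSO wells for no effect and EDTA-quenched wells as full inhibition for full effect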
# bIAP activator: intestinal alkaline phosphatase (bovine) activation; activation factor at 20 µM; 200,000 tested, 0.17% active; purified bovine IAP, CDP-star luminescence, 30 min; active compounds read high; fold of DMSO-control signal, blank-subtracted;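 active means activation factor of 2 or more at 20 µM, a signal rise over negative controls twice the positive control's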
# Numbers without * were called inactive; . = not tested or not shown. An excerpt; count on the stated rates, not on these rows.
SMILES,FLuc inhib CS,RAM network inh,TNAP inh noacc,FLuc act counter,APP transl inh,TNAP act hiacc,L major viab,bIAP inh,TNAP inh hiacc,bIAP activator
COc1ccc(C(Nc2ccccc2)P(=O)(Oc2ccccc2)Oc2ccccc2)cc1 (stereo unspecified),2,7.2,9,1,-9,1,-2,-89,2,1.9
CC(=O)C1=C(C)OC(N)=C(C(=O)OC(C)C)C12C(=O)Nc1ccccc12 (stereo unspecified),-6,-0.2,-12,1.1,4,1,-5,5,-2,0.9
COc1ccc(CC2C(=O)NC(=O)NC2=O)c(OC)c1,-8,2.2,-8,1.1,-17,1,-1,8,1,0.9
CN1CCN(c2cc([N+](=O)[O-])ccc2Cl)CC1,-3,-0.7,3,1,-6,1,4,18,4,0.8
COC(=O)C1=C(N)Oc2c(c(=O)oc3ccccc23)[C@]12C(=O)N(C)c1ccccc12,-4,-0.5,-4,1,-32,1.1,-6,-8,-11,1.1
O=C(Nc1ccc(Cl)cc1)Nc1nccs1,9,0.3,-2,0.9,60*,1,3,0,-2,1
Cc1onc(-c2ccccc2)c1C(=O)N1CCC2(CC1)OCCO2,-4,0.9,-7,1,34,1,-5,16,0,0.8
CCCCCc1nc2c(c(=O)c3ccccc3n2C)c(=O)n1C1CCCCCC1,-2,2.3,-20,1,-14,1,99*,-16,4,1.2
O=C1NC(=O)C(=Cc2ccc(OCC(=O)N3CCOCC3)cc2)C(=O)N1,-3,0.9,0,1,-8,1,54*,-14,2,1.1
CCN(CC)P(=O)(NC(=O)c1cccn1C)N(CC)CC,-3,0.9,-4,1,-18,1,-5,2,3,1
C#CCNc1ccncc1S(=O)(=O)NC(=O)NC(C)C,-6,2.8,-11,1.1,1,1,-4,6,-2,0.9
Cc1nn(Cc2ccccc2Cl)c(C)c1C(=O)OCC(=O)NC1CCS(=O)(=O)C1 (stereo unspecified),-1,0.8,-5,1,7,0.9,-7,6,6,0.9

# An excerpt taken from the entries so far, as a working copy:
SMILES,FLuc inhib CS,RAM network inh,TNAP inh noacc,FLuc act counter,APP transl inh,TNAP act hiacc,L major viab,bIAP inh,TNAP inh hiacc,bIAP activator
C#CCNc1ccncc1S(=O)(=O)NC(=O)NC(C)C,-6,2.8,-11,1.1,1,1,-4,6,-2,0.9
Cc1nn(Cc2ccccc2Cl)c(C)c1C(=O)OCC(=O)NC1CCS(=O)(=O)C1 (stereo unspecified),-1,0.8,-5,1,7,0.9,-7,6,6,0.9

# Four entries from above, reformatted:
molecule	FLuc inhib CS	RAM network inh	TNAP inh noacc	FLuc act counter	APP transl inh	TNAP act hiacc	L major viab	bIAP inh	TNAP inh hiacc	bIAP activator
CC(=O)C1=C(C)OC(N)=C(C(=O)OC(C)C)C12C(=O)Nc1ccccc12 (stereo unspecified)	-6	-0.2	-12	1.1	4	1	-5	5	-2	0.9
COc1ccc(CC2C(=O)NC(=O)NC2=O)c(OC)c1	-8	2.2	-8	1.1	-17	1	-1	8	1	0.9
CN1CCN(c2cc([N+](=O)[O-])ccc2Cl)CC1	-3	-0.7	3	1	-6	1	4	18	4	0.8
COC(=O)C1=C(N)Oc2c(c(=O)oc3ccccc23)[C@]12C(=O)N(C)c1ccccc12	-4	-0.5	-4	1	-32	1.1	-6	-8	-11	1.1

# Next part
SMILES,FLuc inhib CS,RAM network inh,TNAP inh noacc,FLuc act counter,APP transl inh,TNAP act hiacc,L major viab,bIAP inh,TNAP inh hiacc,bIAP activator
COc1ccccc1OCC#CCN1CCCC1,-6,1.5,-11,1.1,10,1,0,-6,-4,1.1
O=c1[nH]sc2cc(F)ccc12,15,1.0,-11,0.8,6,1,78*,-2,-2,1
COc1cccc(NP(=O)(Oc2ccc(Cl)cc2)Oc2ccc(Cl)cc2)c1,-8,15*,5,1.1,-12,1,9,-7,-2,1.1
C[C@]12CCC(=O)C=C1CC[C@@H]1[C@@H]2C(=O)C[C@]2(C)C(=O)CC[C@@H]12,-3,1.0,-10,1,-13,1,19,10,-3,0.9
CCOC(=O)C1=C(C)OC(N)=C(C#N)C12C(=O)Nc1ccc(C)cc12 (stereo unspecified),1,0.0,-5,1,-4,1,-5,-8,-1,1.1
COc1ccc(C2SCC(=O)Nc3c2c(=O)[nH]n3C2CCCCCC2)cc1OC (stereo unspecified),-6,-0.5,0,1.1,-3,1.1,-13,7,-11,0.9
O=C(CN1C(=O)CN=C(c2ccccc2Cl)c2cc(Cl)ccc21)NCc1ccco1,-2,7.8,-1,1,-3,1,97*,7,1,0.9
CCCc1[nH]nc2c1C1(C(=O)N(CC(N)=O)c3ccccc31)C(C(=O)OC)=C(N)O2 (stereo unspecified),-3,0.9,-4,1,1,1,-5,-13,0,1.1
CC1CCC(NCCc2ccc3c(c2)OCO3)CC1 (stereo unspecified),-10,-0.3,-17,1.1,-9,1.1,93*,21,-11,0.8
O=C(c1ccc(Cl)cc1)C1CCCN(C2CCSCC2)C1 (stereo unspecified),-4,0.4,0,1,17,1,91*,8,2,0.9
O=S1(=O)CC2(N3CCOCC3)CCCCC21 (stereo unspecified),-5,2.0,-4,1.1,-19,1,-7,10,-3,0.9
O=C(Nc1ccccc1OC(=O)N1CCOCC1)N1CCOCC1,-2,0.1,-10,1,-1,1,-3,6,-2,0.9
CN1C(=O)/C(=C/c2ccc(N3CCCCCC3)o2)C(=O)NC1=S,40,6.1,41,0.6,-28,0.5,21,-2,47,1
Cc1nc2ccccc2c(=O)n1-c1ccc(Br)cc1[N+](=O)[O-],-3,3.0,-6,1,-30,1,-6,-4,-2,1
CCCCOc1ccc(CN2CCN(CC)CC2)cc1,-4,-0.1,-9,1,-6,1.1,86*,11,-6,0.9
CN1C(=O)C(=Cc2ccc(Sc3ccccc3)o2)C(=O)N(C)C1=O,0,8.3,-1,1,-4,1,-2,5,-1,0.9
O=C(c1cc2c(s1)-c1ccccc1OC2)N1CCC2(CC1)OCCO2,2,1.7,-10,1,-142,1,-4,4,1,1
Cc1nc2nc(SCC(=O)N3CCC4(CC3)OCCO4)nn2c(C)c1Cc1ccccc1,0,0.8,-2,1,6,0.9,38,-9,5,1.1
Clc1ccc2c(c1)C(c1ccccc1Cl)=NCc1nnc(N3CCN(CCSc4ccccc4)CC3)n1-2,-3,1.3,4,1,-1,1,-8,-1,-1,1
COc1cc(OC)c(OC)cc1CNCCc1ccc(OC)c(OC)c1,-10,0.9,-10,1.1,-10,1,-9,1,-2,1
CCC(=NCc1ccc(F)cc1)c1c(O)n(C)c(=O)n(C)c1=O,-5,-0.9,-12,1,6,1.1,-5,6,-8,0.9
Cn1cc2c([N+](=O)[O-])cc([N+](=O)[O-])cc2n1,5,1.8,-6,0.9,12,0.9,100*,-21,5,1.2
CCOC(=O)c1c(NS(=O)(=O)c2ccccc2)n(CCCOC)c2nc3ccccc3nc12,-4,4.0,-18,1,-11,0.9,96*,9,10,0.9
C=CCn1c(O)c(C(C)=Nc2cc(OC)ccc2OC)c(=O)[nH]c1=O,0,1.2,-2,1,-17,1,5,12,2,0.9
COc1ccc2c(c1)CC1(CN2C)C(=O)NC(=O)N(c2ccc(F)cc2)C1=O (stereo unspecified),-6,0.0,-12,1.1,-20,1.1,-2,4,-9,1
COC(=O)CCCCC1SCC(NC(=O)c2ccccc2)C1Cl (stereo unspecified),1,3.4,-6,1,-11,1,-6,9,-4,0.9
Cc1cc(OC(=O)c2cccs2)c2c3c(c(=O)oc2c1)CCCC3,-8,3.4,-10,1.1,2,1,0,.,-3,0.1
CCCCn1c(O)c(C(CC)=NCc2ccc3c(c2)OCO3)c(=O)[nH]c1=O,-6,1.2,-8,1.1,0,1,14,27,-4,0.7
CC(=O)Nc1ccccc1C(=O)OCC(=O)c1ccc2ccccc2c1,5,0.9,-6,0.9,-2,1,-3,1,-4,1
CC(C)CN1CCN(Cc2cccc3c2OCO3)CC1CCO (stereo unspecified),-4,0.0,-7,1,-29,1,11,-3,0,1
C1CNC2NCCNC2N1 (stereo unspecified),-7,0.7,-11,1.1,-15,1.1,-2,4,-7,1
CN1/C(=C\C=C2C(=O)NC(=S)NC2=O)C(C)(C)c2ccccc21,6,11*,35,0.9,19,0.5,4,29,47,0.7
O=C1NC(=O)C(=Cc2ccc(SC3CCCCC3)o2)C(=O)N1,6,3.5,24,0.9,3,1,7,13,-1,0.9
COc1ccc(CCn2c(O)c(C=NCCN3CCCCC3)c(=O)[nH]c2=O)cc1OC,-1,0.6,1,1,4,1,-9,5,2,0.9
C=CCN1C(=O)NC(=O)/C(=C/c2cnc(SC)nc2)C1=O,-8,-0.8,-8,1.1,9,1,-6,10,-1,0.9
CCOP(=O)(OCC)C(NC(=O)c1ccccc1Cl)=C(Cl)Cl,-7,1.8,-8,1.1,-7,1.1,1,4,-9,1

# Brought forward from above: 4 entries, then new ones.
SMILES,FLuc inhib CS,RAM network inh,TNAP inh noacc,FLuc act counter,APP transl inh,TNAP act hiacc,L major viab,bIAP inh,TNAP inh hiacc,bIAP activator
O=C1NC(=O)C(=Cc2ccc(SC3CCCCC3)o2)C(=O)N1,6,3.5,24,0.9,3,1,7,13,-1,0.9
COc1ccc(CCn2c(O)c(C=NCCN3CCCCC3)c(=O)[nH]c2=O)cc1OC,-1,0.6,1,1,4,1,-9,5,2,0.9
C=CCN1C(=O)NC(=O)/C(=C/c2cnc(SC)nc2)C1=O,-8,-0.8,-8,1.1,9,1,-6,10,-1,0.9
CCOP(=O)(OCC)C(NC(=O)c1ccccc1Cl)=C(Cl)Cl,-7,1.8,-8,1.1,-7,1.1,1,4,-9,1
Cc1c(N=Nc2c(O)n(Cc3ccccc3)c(=O)[nH]c2=O)c(=O)n(-c2ccccc2)n1C,-6,1.7,-13,1.1,29,0.9,41,-13,10,1.1
O=C(c1cc(C(=O)NCc2ccccc2)c(=O)n(Cc2ccccc2)c1)c1cc(Cl)ccc1O,-3,2.1,-5,1,6,0.9,98*,-29,5,1.3
CN(C)C(=O)Oc1ccc(-c2nnco2)cc1,-5,1.4,-19,1.1,.,1.1,-5,6,-6,0.9
CCOC(=O)c1c(C)n(Cc2ccco2)c2ccc(OC)cc12,-6,2.7,-6,1.1,-11,1.1,9,12,-7,0.9
O=C(NCCCN1CCOCC1)C(Cl)(Cl)Cl,-5,0.9,-10,1.1,20,1.1,53*,1,-7,1
Clc1ccc2c(N3CCNCC3)ccnc2c1,-7,3.8,-14,1.1,6,1,16,6,-3,0.9
CN1CCc2nc3sc(C(=O)NC4CC4)c(N)c3cc2C1,1,0.2,-15,1,-2,1,7,-8,-3,1.1
C[N+]1(CC(COCc2ccccc2)OC(=O)Cc2ccccc2)CCOCC1 (stereo unspecified),-5,0.7,-7,1.1,-1,1,-7,18,-1,0.8
CCOC(=O)C1=C(N)Oc2cc(C)oc(=O)c2C12C(=O)N1c3c(cccc32)C(C)=CC1(C)C (stereo unspecified),4,3.5,-1,1,7,1,4,6,0,0.9
